# Giardia killer: kills Giardia lamblia. 0.15% of 340,000 active. activity change, % at 7.66 µM, hits read low. Giardia lamblia trophozoite viability. AID 540267; in the data active = activity change below about -80%; inconclusive = between about -30% and that limit;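 also: parasites exposed to compound for two days anaerobically before the ATP read; % is scaled to controls: 0 for no effect and ±100 for the full control effect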
#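 Trophozoites 100 cells/well + cpd; 48 hrs, 37 deg C, anaerobic. ATPLite 1-Step added, 15-30 min RT, luminescence read (ATP-based viability).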
# Chronic BCR inh: blocks chronic active B-cell receptor signaling. ABC-DLBCL IkBa-CBG/CBR reporter, luminescence ratio, 4 h. 0.05% of 340,000 active. Potency, µM (titrated, usually from 46.1 µM), for inactives: top-dose ratio change, negative = lower green/red ratio, most hits filed as inhibitors; active = well fitted inhibition curve with a large enough effect in the signal ratio, with a control signal flat, not every such curve was filed as active; inconclusive = small, poorly fitted or top-dose-only effect, or effect the other way, or a change in a side signal; the % refers to the signal ratio;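 also: potency is read from the fitted curve at half-maximal effect; plate controls were basal doxycycline-induced cells for no effect and cells given 10 µM MG132 for full effect; MG132 reads +100%, hits lower the ratio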
#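 Doxycycline induced both beetle luciferases in TMD8 lymphoma cells; IKK-driven degradation limits the IkappaBalpha-fused green signal, while red luminescence normalises for cell number and nonspecific effects. Compounds tested up to 46 uM, 4 hrs.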
# Integrin act MD: activators of alpha7 integrin expression for muscular dystrophy. alpha7betagal myoblasts, beta-gal FDG fluorescence, 48 h. Potency, µM (series often up to 38.3 µM), without a hit: at the highest dose activation, usual class: activators. 0.064% of 350,000 active;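 also: potency is read from the fitted curve at half-maximal effect; 100% = response of the positive control SU9516; nearly all actives have a fitted effect of over 60% in size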
#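 alpha7betagal+/- myoblasts (passage 13, 250/well) treated 48 h at 37C with compounds at 1:260 dilution of DMSO stock. Lysed, then beta-galactosidase activity read as FDG fluorescence (ex 480/em 540) after 30 min, with pre-read for autofluorescence.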
# Menin-MLL TR inh: displaces Texas Red mutant MLL peptide from human menin; Menin + Texas Red MLL mutant peptide, fluorescence polarization; Potency, µM (series often up to 61.6 µM), for inactives: top-dose FP activity change, negative = inhibition, hits mostly inhibitors; O00255; 0.23% of 270,000 active; active = well fitted inhibition curve with a large enough effect in the polarisation, with a control signal flat, not every such curve was filed as active; inconclusive = small, poorly fitted or top-dose-only effect, or effect the other way, or a change in a side signal; inactive = no such curve, though single readings can be large or run the other way; the % refers to the polarisation; also: potency is read from the fitted curve at half-maximal effect; % of control where 0% means no effect; many of its hits are not listed in these tables
# S-ASM inh: inhibitors of human secretory acid sphingomyelinase | P17405 | placental ASM, HMU-PC fluorogenic substrate, 60 min | Potency, µM (doses to about 57.5 µM), without a hit: at the highest dose activity change, negative = inhibition, most hits filed as inhibitors | 0.006% of 340,000 active; also: potency is read from the fitted curve at half-maximal effect
#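 qHTS format. ASM enzyme prepared from human placenta hydrolyses the fluorogenic substrate HMU-PC0 (9 uM final) over 60 min at 37 °C after a 10 min compound preincubation.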
# PKM2 act: increases activity of human pyruvate kinase M2; P14618; purified PKM2, Kinase-Glo ATP luminescence, activation; response scale: 0% is enzyme alone, no compound; Potency, µM (doses to about 57.5 µM), for the others: at the highest dose activation, actives largely listed as activators; 0.34% of 260,000 active; AID 1631; also: potency is read from the fitted curve at half-maximal effect; % is scaled to controls: 0 for no effect and ±100 for the full control effect; nearly all actives have a fitted effect of over 55% in size
# Target sequence (P14618 whole entry, looked up): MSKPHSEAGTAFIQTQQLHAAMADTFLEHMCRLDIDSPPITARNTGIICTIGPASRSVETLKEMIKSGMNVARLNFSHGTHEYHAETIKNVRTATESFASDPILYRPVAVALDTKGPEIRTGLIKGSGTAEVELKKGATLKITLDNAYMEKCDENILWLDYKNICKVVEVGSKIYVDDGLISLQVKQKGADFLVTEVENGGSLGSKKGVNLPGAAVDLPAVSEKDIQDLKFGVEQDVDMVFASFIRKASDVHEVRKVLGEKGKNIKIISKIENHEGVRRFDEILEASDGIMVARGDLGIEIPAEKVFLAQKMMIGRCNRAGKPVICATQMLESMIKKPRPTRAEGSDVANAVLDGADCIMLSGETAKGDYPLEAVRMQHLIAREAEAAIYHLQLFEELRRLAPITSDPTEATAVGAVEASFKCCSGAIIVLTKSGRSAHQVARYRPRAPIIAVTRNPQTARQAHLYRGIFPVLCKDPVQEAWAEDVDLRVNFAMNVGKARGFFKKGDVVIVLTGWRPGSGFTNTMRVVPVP
#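 Purified hPK-M2 (>95% pure) converted ADP (0.1 mM final) to ATP with 0.5 mM PEP in 50 mM imidazole pH7.2, KCl, MgCl2, Tween 20, BSA; 1 h at room temperature. ATP detected by Kinase-Glo luminescence.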
# Coupling enz: coupling enzyme interference in Giardia aldolase counter-screen; coupling enzyme system counterscreen, AmpLite Red fluorescence; activity change, negative = inhibition, % at 58.2 µM, hits read low; 0.67% of 290,000 active; in the data active = activity change below about -30%; also: % is scaled to controls: 0 for no effect and ±100 for the full control effect
#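 Counterscreen lacking aldolase: glyceraldehyde-3-phosphate coupling-enzyme reagent preincubated 10 min at RT with compound (at 57.5 uM final), then substrate/coupling system with AmpLite Red added; fluorescence read at 525/598 nm after 20 min RT.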
# TSG101-PTAP inh: blocks PTAP/TSG101 interaction to inhibit HIV-1 budding | Q99816 | Fluorescence polarization, FITC-PTAP peptide / Tsg101 binding | Potency, µM (titrated, usually from 115 µM), inactives show at the highest dose activity change, negative = inhibition, most hits filed as inhibitors | 340,000 tested, under 10 active | AID 493005; active = well fitted inhibition curve with a large enough effect in the main read-out, with a control signal flat, not every such curve was filed as active; inconclusive = small, poorly fitted or top-dose-only effect, or effect the other way, or a change in a side signal; inactive = no such curve, though single readings can be large or run the other way; also: potency is read from the fitted curve at half-maximal effect; % of control where 0% means no effect
# Target sequence (Q99816 whole entry, looked up): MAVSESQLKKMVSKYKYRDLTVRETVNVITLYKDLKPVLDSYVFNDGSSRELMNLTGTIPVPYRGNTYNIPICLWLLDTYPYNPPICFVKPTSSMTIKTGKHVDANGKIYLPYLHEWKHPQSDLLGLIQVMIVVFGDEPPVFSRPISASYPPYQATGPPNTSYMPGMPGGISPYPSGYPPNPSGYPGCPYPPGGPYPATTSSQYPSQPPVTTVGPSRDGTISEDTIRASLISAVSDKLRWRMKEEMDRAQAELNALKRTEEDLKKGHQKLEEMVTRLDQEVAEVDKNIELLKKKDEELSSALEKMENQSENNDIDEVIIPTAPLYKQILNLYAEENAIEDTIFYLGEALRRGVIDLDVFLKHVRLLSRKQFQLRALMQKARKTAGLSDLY
#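 Tsg101 binding domain (10 uM final) was mixed with compound and a FITC-labeled PTAP peptide (50 nM final) in HEPES pH 7.5 buffer with NaCl, Tween 20, EDTA and TCEP; fluorescence polarization was read after 20 min at r.t.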
# Tb PFK block: blocks T. brucei phosphofructokinase. O15648. T. brucei PFK, ADP-Glo luminescence. Potency, µM (highest dose often 57.5 µM), for inactives: at the top dose activity, negative = inhibition, hits mostly inhibitors. 0.17% of 330,000 active. AID 485367;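 also: potency is read from the fitted curve at half-maximal effect; 0% = uninhibited 1x PFK enzyme wells and -100% = no-enzyme wells; nearly all actives have a fitted effect of over 60% in size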
#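 1.25 nM PFK with 0.5 mM F6P and 0.1 mM ATP in 0.1 M TEA pH 8.0, 5 mM MgCl2, incubated 45 min at room temperature; ADP measured by ADP-Glo luminescence; compounds titrated up to 57 uM.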
# B2AR arrestin: agonists driving beta-arrestin recruitment to human beta2-adrenergic receptor | 0.02% of 330,000 active | P07550 | beta-arrestin recruitment to beta2AR, cell-based reporter | Potency, µM (doses to about 46.1 µM), inactives show top-dose activation, hits mostly activators;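 also: potency is read from the fitted curve at half-maximal effect; 0% = DMSO controls and full agonism = EC100 isoproterenol or metaproterenol; nearly all actives have a fitted effect of over 65% in size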
# GALK inhibitor: blocks human galactokinase activity; P51570; Purified GALK, Kinase-Glo residual ATP luminescence; Potency, µM (top dose mostly 57.5 µM), for inactives: top-dose activity change, negative = inhibition, hits mostly inhibitors; 0.007% of 270,000 active; also: potency is read from the fitted curve at half-maximal effect; % is scaled to controls: 0 for no effect and ±100 for the full control effect
#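 Galactose (100 uM) and ATP (35 uM) were turned over by 5 nM GALK for 1 h at RT. Kinase-Glo Plus then converted the remaining ATP into a luminescent signal.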
# Active calls of the source: *; ? = inconclusive; · = not tested or not shown; [ ] = dose if it differs, or a comment. Unless noted, calls follow the shape of the dose curve; as a rule, active = well fitted curve in the direction sought with a large enough effect; inconclusive = small, poorly fitted or top-dose-only effect, or another doubt; inactive = no such curve, though single readings can be large; an effect the other way counts as inactive or inconclusive.
# Every second line gives: Giardia killer, Chronic BCR inh, Integrin act MD, Menin-MLL TR inh, S-ASM inh, PKM2 act, Coupling enz, TSG101-PTAP inh, Tb PFK block, B2AR arrestin, GALK inhibitor
O=C(NCCc1ccccc1)c1ccc(Cl)c(S(=O)(=O)N2CCCC2)c1
  29, -1%, 10%, ·, -3%, 6%, ·, 0%, 0%, 0.1%, -3%
CC(C(=O)NCc1ccc2c(c1)OCO2)N(c1ccccc1)S(C)(=O)=O (stereo unspecified)
  9, -5%, 8%, -1%, 1%, -1%, 1, -11%, 1%, 0.4%, 0%
CSc1ccc(S(=O)(=O)Nc2ccc(OCC(=O)N3CCOCC3)cc2)cc1
  2, ?, -5%, 0%, -1%, 0%, 2, 0%, -2%, -0.1%, -1%
CCOCCCNC(=S)N1CCC(C(=O)c2ccc3c(c2)OCCO3)CC1
  -21, ?, -15%, 8%, 1%, 0%, 4, -2%, -5%, -0.2%, 1%
OCCC1CN(Cc2cn[nH]c2C2CCCCC2)CCN1Cc1ccccc1 (stereo unspecified)
  -11, 5%, 7%, -15%, 6%, -1%, 2, -2%, -2%, 0.3%, 3%
CCNC(=O)Nc1cc(OC)c(OC)cc1C(=O)O
  20, 0%, 0%, ·, -1%, 1%, -16, -3%, -6%, -0.8%, 5%
Clc1ccc(-c2nnc(NC3=NCCCCC3)o2)cc1
  -27, ?, -6%, 1%, -4%, -9%, 0, -1%, -2%, 0.2%, 1%
Cc1cccc2sc(N3CCN(C(=O)c4cccs4)CC3)nc12
  13, 4%, -3%, ·, -5%, ·, ·, -9%, -15%, 0.1%, ·
ONC(=Nc1ccccc1)c1ccccc1Cl
  1, ?, 0%, -28%, 0%, 1%, -1, 1%, 1%, 0.2%, -3%
O=C(CCC(=O)c1cccs1)Nc1nnc(C2CC2)s1
  -13, 12%, 3%, -27%, 5%, 0%, 2, -14%, -2%, 0.3%, 0%

# The final 2 compounds of the section above come first, to join the parts.
# Every second line gives: Giardia killer, Chronic BCR inh, Integrin act MD, Menin-MLL TR inh, S-ASM inh, PKM2 act, Coupling enz, TSG101-PTAP inh, Tb PFK block, B2AR arrestin, GALK inhibitor
ONC(=Nc1ccccc1)c1ccccc1Cl
  1, ?, 0%, -28%, 0%, 1%, -1, 1%, 1%, 0.2%, -3%
O=C(CCC(=O)c1cccs1)Nc1nnc(C2CC2)s1
  -13, 12%, 3%, -27%, 5%, 0%, 2, -14%, -2%, 0.3%, 0%
CC(/C=C/c1ccco1)=N\NC(=O)c1cccc(Cl)c1
  -18, ?, -21%, 1%, -1%, 2%, -2, -3%, 9%, 0.3%, -3%
O=c1c2ccccc2ccc2ccccc12
  2, ?, 16%, ·, 5%, ·, ·, -1%, 0%, 0.0%, ·
CCCC(=O)NC(=S)Nc1ccc(C(C)=O)cc1
  -27, 5%, 23%, -15%, 7%, -11%, 4, 0%, -4%, -1.2%, -3%
S=C(NCCc1ccccc1)Nc1ccc(Br)cn1
  -21, ?, 0%, 16%, -16%, 2%, -1, -1%, 1%, 7.3%, 4%
Cc1ccc(/C=N/Nc2ccccn2)s1
  -14, ?, -7%, ?, 24%, 2%, -2, -5%, 1%, 0.5%, -7%
Cc1ccc(NC(=O)c2sc3ncn(CC(=O)N4CCOCC4)c(=O)c3c2C)c(Br)c1
  -11, -2%, -27%, ·, 5%, ·, ·, 1%, -10%, -0.9%, 0%
Cc1ccsc1C(=O)Nc1ccc(O)c(-c2nc3ccccc3s2)c1
  -12, -3%, 1%, ?, 18%, 6%, 0, -12%, 13%, -0.6%, 0%
Cc1ccc(NC(=O)CS(=O)CC(=O)NCCCc2ccccc2)cc1Cl (stereo unspecified)
  -16, -3%, -41%, -20%, 1%, 0%, 2, -12%, 0%, -0.1%, 1%
O=C(O)/C(=N/NC(=O)c1ccc(Cl)cc1)c1ccccc1
  -4, ?, -6%, ·, 3%, -4%, 7, -5%, -3%, 0.2%, -2%
O=C(CCS(=O)(=O)c1cccs1)NC1CCCCCC1
  8, -1%, 18%, -5%, 4%, 0%, 2, -1%, -3%, -0.4%, -1%

# Additional structures follow.
# Every second line gives: Giardia killer, Chronic BCR inh, Integrin act MD, Menin-MLL TR inh, S-ASM inh, PKM2 act, Coupling enz, TSG101-PTAP inh, Tb PFK block, B2AR arrestin, GALK inhibitor
CCOC(=O)CCNC(=O)N1CCCC(C(=O)c2cccc(OC(C)C)c2)C1 (stereo unspecified)
  -2, -7%, -14%, 3%, 3%, -2%, 0, 0%, 2%, 0.0%, 3%
O=C(CSc1cccc2cccnc12)Nc1cc(C(=O)O)cc(C(=O)O)c1
  -2, -1%, -8%, 1%, 4%, -1%[11.5 µM], 3, -10%, ?, 4.9%, -3%
N#Cc1ccc(NC(=O)Cn2cnc(S(=O)(=O)N3CCCC3)c2)cc1
  -7, -1%, 10%, 0%, 1%, 1%[0.46 µM], -1, -6%, 1%, 0.3%, 7%
O=C(c1ccccc1)N1CCN(CC(O)COc2cccc3ccccc23)CC1 (stereo unspecified)
  7, -7%, ?, 1%, 3%, -3%, -2, -2%, 2%, -0.3%, 0%
COc1ccc(NC2CCCN(C(=O)c3cccc(N4CCNC4=O)c3)C2)cc1 (stereo unspecified)
  12, ?, 23%, ·, 2%, ·, ·, 0%, -3%, 0.2%, -6%
CC1CCc2c(sc(NC(=O)COC(=O)c3ccc(NC(=O)CC#N)cc3)c2C#N)C1 (stereo unspecified)
  -8, -11%, ?, ·, -12%, ·, ·, -7%, -15%, -0.5%, ·
N#Cc1cc(-c2ccccc2)cnc1Sc1ccccc1
  -21, 15%, -14%, ·, -3%, 0%, 2, -6%, 1%, -0.7%, -3%
O=S(=O)(NCc1csc(-c2cccs2)n1)c1cccs1
  2, ?, ?, ·, 0%, 2%, -5, -3%, 0%, 0.1%, -3%
CCC(C)n1c(-c2cc(OC)c(OC)c(OC)c2)nc2nc3ccccc3nc21 (stereo unspecified)
  ·, ?, ·, 3%, ·, 0%, 1, ·, -2%, 0.1%, 1%
CCC(=O)c1cn(CCOc2ccccc2OC)c2ccccc12
  19, -13%, 0%, 34%[activator], -2%, 4%, 0, 1%, -3%, 0.5%, 1%

# Going on with the list:
# Every second line gives: Giardia killer, Chronic BCR inh, Integrin act MD, Menin-MLL TR inh, S-ASM inh, PKM2 act, Coupling enz, TSG101-PTAP inh, Tb PFK block, B2AR arrestin, GALK inhibitor
CC1CCC(C(=O)NC(C(=O)NCc2cccnc2)C(C)C)CC1 (stereo unspecified)
  -7, 2%, -15%, -1%, 2%, -2%, 1, -6%, 0%, 0.5%, 3%
O=C(Cn1c(=O)cnc2ccccc21)N1CCN(S(=O)(=O)c2ccc(F)cc2)CC1
  -3, ?, -1%, ·, -2%, ·, ·, -2%, -6%, 0.0%, ·
CC(C)CCn1c(=O)c2ccccc2n2c(COC(=O)c3ccc(S(=O)(=O)N(C)C)cc3)nnc12
  ·, 1%, ·, -3%, ·, 5%, 1, ·, -8%, -0.9%, 3%
COc1cccc(N(Cc2nnc3n2CCCCC3)C(=O)Nc2ccccc2)c1
  11, -2%, -14%, -19%, 4%, 4%, -1, -2%, 0%, -0.1%, -7%
O=C(CCC(=O)OCC(F)(F)C(F)F)Nc1ccccc1F
  11, -15%, ?, 5%, 1%, 1%, 0, 0%, -6%, 0.1%, -1%
COc1cccc(OC)c1C(=O)Nc1nnc(-c2cccs2)s1
  15, 11%, 3%, 6%, 2%, -28%, 2, -3%, -7%, -0.4%, 3%
O=C(CN1CCSCC1)c1c[nH]c2ccccc12
  32[activator], -21%, 40%, 4%, 9%, -2%, -1, 1%, -1%, 0.0%, 1%
COc1ccc(-c2cc3nc4n(c(=O)c3s2)CCC4)cc1
  ?, -21%, -14%, -30%, -3%, -47%, 0, -3%, -18%, -0.7%, 0%
CC(C)(C)C(=O)NC1(C(F)(F)F)NC(=O)N(Cc2ccccc2)C1=O (stereo unspecified)
  -11, -3%, ?, ·, 1%, -11%, 7, 0%, -5%, -0.4%, 1%
CCC(=O)n1nc(-c2ccc(OC)cc2)nc1SC
  -10, 1%, -4%, 16%, 1%, -2%, 1, -6%, -2%, -0.3%, -2%
O=C(CC(Cc1ccccc1)C(=O)O)Nc1ccccc1 (stereo unspecified)
  25, 3%, -24%, 4%, 2%, ·, 1, 0%, -8%, -0.9%, 1%
N#Cc1c(-c2ccc(Cl)cc2)ccn2nc(CCC(=O)O)nc12
  9, ·, 28%, 1%, 3%, -4%, 6, -8%, ·, ·, 2%

# Bioassay records deposited in PubChem by National Center for Advancing Translational Sciences (NCATS).

# The list is partial, so the mix of outcomes need not match the whole.
